Pin1 inh – qHTS Assay to Find Inhibitors of Pin1; Pin1 FP peptide displacement, HiFluor488, 10 min; Potency, µM (highest dose often 115 µM), without a hit: at the highest dose activity, negative = inhibition, hits mostly inhibitors; 390,000 tested, 0.009% active; active = well fitted inhibition curve with a large enough effect in the polarisation, with a control signal flat, not every such curve was filed as active; inconclusive = small, poorly fitted or top-dose-only effect, or effect the other way, or a change in a side signal; inactive = no such curve, though single readings can be large or run the other way; the % refers to the polarisation; also: potency is read from the fitted curve at half-maximal effect; % is scaled to controls: 0 for no effect and ±100 for the full control effect
Target sequence (Q13526 whole entry, looked up): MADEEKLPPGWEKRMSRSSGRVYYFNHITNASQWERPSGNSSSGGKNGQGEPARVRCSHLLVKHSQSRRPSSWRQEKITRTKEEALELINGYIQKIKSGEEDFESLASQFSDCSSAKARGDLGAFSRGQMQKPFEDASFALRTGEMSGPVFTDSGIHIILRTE
PGK inhibitor – qHTS Assay to Find Inhibitors of Phosphoglycerate Kinase; PGK/GAPDH coupled, Kinase-Glo luminescence, 60 min; Potency, µM (doses to about 57.5 µM), inactives show at the highest dose activity change, negative = inhibition, actives largely listed as inhibitors; Phosphoglycerate kinase, glycosomal (Trypanosoma brucei brucei), P07378; 380,000 tested, 0.043% active; AID 602233, 2012; also: potency is read from the fitted curve at half-maximal effect; % is scaled to controls: 0 for no effect and ±100 for the full control effect; nearly all actives have a fitted effect of over 60% in size
Target sequence (P07378 whole entry, looked up): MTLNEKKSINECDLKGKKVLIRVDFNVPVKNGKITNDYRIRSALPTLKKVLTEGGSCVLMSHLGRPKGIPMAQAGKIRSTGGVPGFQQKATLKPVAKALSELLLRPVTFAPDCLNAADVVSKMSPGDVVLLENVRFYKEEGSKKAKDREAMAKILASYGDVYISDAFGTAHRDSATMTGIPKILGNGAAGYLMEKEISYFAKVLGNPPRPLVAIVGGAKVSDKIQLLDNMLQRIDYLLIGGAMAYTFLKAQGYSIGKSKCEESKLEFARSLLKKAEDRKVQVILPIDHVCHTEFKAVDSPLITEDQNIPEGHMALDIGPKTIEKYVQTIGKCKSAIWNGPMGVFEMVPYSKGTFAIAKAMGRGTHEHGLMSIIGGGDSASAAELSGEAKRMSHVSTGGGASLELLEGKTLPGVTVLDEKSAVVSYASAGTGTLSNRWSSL
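Luminescent ATP detection (Kinase-Glo Plus) follows a 60-minute room-temperature incubation, with wells lacking PGK as controls. Buffer: 100 mM TEA (pH 7.6), 5 mM MgCl2, 0.01% Tween-20. Coupling enzyme GAPDH (100 nM final) supplies unstable 1,3-BPG in-well.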
PI4K2A inh – qHTS for small molecular inhibitors of PI4K2A | 420,000 tested, 0.13% active | activity change, negative = inhibition, % at 76.9 µM | purified PI4K2A, ADP-Glo luminescence, 1 h; hits give low values; in the data active = activity change below about -50%; inconclusive = mostly about -30% to -49%;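 also: -100% = wells without enzyme as full effect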
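In this quantitative HTS, ADP production by PI4K2A was quantified luminescently after 1 h at ambient temperature; 100 microM adenosine served as plate-quality control.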
BAZ2B block – qHTS Assay for Inhibitors of BAZ2B. Potency, µM (highest dose often 114 µM), inactives show at the top dose activity change, negative = inhibition, actives largely listed as inhibitors. Bromodomain adjacent to zinc finger domain protein 2B (Homo sapiens), Q9UIF8. AlphaScreen BAZ2B-H3K14Ac peptide displacement. 360,000 tested, 4.4% active; also: potency is read from the fitted curve at half-maximal effect; % is scaled to controls: 0 for no effect and ±100 for the full control effect; nearly all actives have a fitted effect of over 60% in size
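AlphaScreen displacement of biotin-H3(5-23)K14Ac peptide (50 nM final) from BAZ2B (50 nM final) in PBS pH 7.4, 0.01% Tween-20; complex preformed 30 min RT, then compounds (top 110 uM) 30 min RT, beads 20 min dark.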
JMJD2A Tudor inh – qHTS Assay for Inhibitors of JMJD2A-Tudor Domain | Lysine-specific demethylase 4A (Homo sapiens), O75164 | AlphaScreen JMJD2A-Tudor / H3K4me3 peptide binding | Potency, µM (series often up to 114 µM), without a hit: at the highest dose activity change, negative = inhibition, hits mostly inhibitors | 390,000 tested, 4.4% active | AID 504339, 2011; also: potency is read from the fitted curve at half-maximal effect; % is scaled to controls: 0 for no effect and ±100 for the full control effect; nearly all actives have a fitted effect of over 50% in size
GLS inh – qHTS for Inhibitors of Glutaminase (GLS); GLS enzymatic activity, qHTS titration; Potency, µM (series often up to 45.5 µM), for the others: at the top dose activity change, negative = inhibition, hits mostly inhibitors; Glutaminase kidney isoform, mitochondrial (Homo sapiens), O94925; 410,000 tested, 0.21% active; also: potency is read from the fitted curve at half-maximal effect; % is scaled to controls: 0 for no effect and ±100 for the full control effect
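Assay buffer: 45 mM KH2PO4 pH 8.2, 0.02% Tween-20. hKGA acts on L-glutamine (1 mM solution added); product glutamate is reported by an oxidase/peroxidase Amplex Red coupling, with fluorescence taken at baseline and 30 min.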
G9a inh – qHTS Assay for Inhibitors of Histone Lysine Methyltransferase G9a. Potency, µM (series often up to 102 µM), for the others: at the highest dose activity, negative = inhibition, usual class: inhibitors. Histone-lysine N-methyltransferase EHMT2 (Homo sapiens), Q96KQ7. 350,000 tested, 8.8% active. G9a H3K9 monomethylation, AlphaScreen, 2 h; also: potency is read from the fitted curve at half-maximal effect; % is scaled to controls: 0 for no effect and ±100 for the full control effect; nearly all actives have a fitted effect of over 75% in size
Target sequence (Q96KQ7 913-1193 limits assumed): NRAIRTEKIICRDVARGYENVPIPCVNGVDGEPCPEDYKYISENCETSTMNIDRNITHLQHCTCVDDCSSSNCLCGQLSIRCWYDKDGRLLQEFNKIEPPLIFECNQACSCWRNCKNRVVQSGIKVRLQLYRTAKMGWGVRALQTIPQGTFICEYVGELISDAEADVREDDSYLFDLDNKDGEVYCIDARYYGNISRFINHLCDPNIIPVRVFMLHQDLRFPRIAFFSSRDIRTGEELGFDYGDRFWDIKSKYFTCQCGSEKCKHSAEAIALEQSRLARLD
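G9a (20 nM) preincubated 15 min RT with compounds, then 500 nM biotinylated H3K9 peptide and 20 uM SAM added; 2 h RT reaction. Monomethyl-H3K9 product detected by AlphaScreen with anti-H3K9me1 antibody, streptavidin donor and anti-rabbit IgG acceptor beads.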
POLH inh – qHTS for Inhibitors of Polymerase Eta; recombinant Pol eta, fluorescent DNA replication assay; Potency, µM (titrated, usually from 114 µM), for the others: top-dose activity change, negative = inhibition, usual class: inhibitors; AID 588591, 2011; 390,000 tested, 1.2% active; DNA polymerase eta (Homo sapiens), Q9Y253; also: potency is read from the fitted curve at half-maximal effect; % is scaled to controls: 0 for no effect and ±100 for the full control effect
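Pol eta (10 nM) was preincubated with compounds for 15 min at room temperature, after which fluorescent replication substrate (50 nM final) was added to start the reaction. Fluorescence was read kinetically at 0 and 10 min.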
HP1b binding inh – HTS for Inhibitors of HP1-beta Chromodomain Interactions with Methylated Histone Tails; AID 540317, 2011; Chromobox protein homolog 1 (Homo sapiens), P83916; 390,000 tested, 0.56% active; AlphaScreen HP1-beta / biotin-H3K9me3 peptide binding; Potency, µM (doses to about 114 µM), without a hit: at the top dose activity change, negative = inhibition, usual class: inhibitors; also: potency is read from the fitted curve at half-maximal effect; nearly all actives have a fitted effect of over 70% in size; inactives centre near 23
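AlphaScreen: HP1-beta (50 nM) preformed 30 min with biotin-H3(1-18)K9me3 peptide (50 nM) in PBS pH 7.4, 0.01% Tween-20. Compound added for 30 min at RT, then streptavidin donor/nickel chelate acceptor beads (10 ug/mL) for 30 min.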
The depositor's hits bear a star; i = inactive; ? = inconclusive; · = not tested or not shown; & = joins results of further samples; [ ] = dose if it differs, or a comment. Unless noted, calls follow the shape of the dose curve; as a rule, active = well fitted curve in the direction sought with a large enough effect; inconclusive = small, poorly fitted or top-dose-only effect, or another doubt; inactive = no such curve, though single readings can be large; an effect the other way counts as inactive or inconclusive. Only part of the results is shown, so the mix of outcomes need not match the whole.

SMILES,Pin1 inh,PGK inhibitor,PI4K2A inh,BAZ2B block,JMJD2A Tudor inh,GLS inh,G9a inh,POLH inh,HP1b binding inh
COC(=O)C(O)(c1ccc(N=Cc2ccccc2O)c(C)c1)C(F)(F)F (stereo not drawn),2%,-6%,11,9%,13%,-7%,21%[59 µM],-15%,21%
Cc1cc(N2CCCC2)ccc1C=C(C#N)C#N,?,-8%,10,-19%,-3%,-6%,18%[59 µM],-30%,40%[activator]
OCc1cccc[n+]1CCc1ccccc1,6%,-2%,0,·,-10%,-15%,·,-3%,41%[activator]
Cc1cc(/C=C2/C(=O)NC(=O)N(c3ccccc3)C2=O)c(C)n1-c1ccc(F)cc1,?,-11%,-3,·,-18%,-1%,·,?,15%
CC1(C)N(O)C2CCCCC2N1O (stereo not drawn),-11%,-3%,0,-9%,2.8µM*,26%,8.9µM*,-14%,48%
OC1/C(=C/c2ccc(Cl)cc2Cl)N2CCC1CC2 (stereo not drawn),4%,-5%,-3,11%,-15%,-1%,0%,-22%,15%
O=C(Nc1ccc(F)cc1)N1Cc2ccccc2-n2nncc2C1,·,-4%,-2,·,·,5%,·,-4%,·
CCCNC(=O)Cn1cnc2sc(C(=O)N3CCC4(CC3)OCCO4)c(C)c2c1=O,-2%,i,7,-4%,8%,-5%,56%[activator],-9%,48%[activator]
CC(NCc1ccccc1Cl)C(O)c1ccccc1 (stereo not drawn),-11%,-8%,-1,4%,-9%,-1%,·,2%,14%
O=C(C1c2ccccc2C(=O)N2CCc3ccccc3C12)N1CCC2(CC1)OCCO2 (stereo not drawn),-1%,21%,6,-27%,-11%,-6%,-30%,-17%,23%
CCC(CC)c1nnc(NC(=O)CC(C)c2ccccc2)s1 (stereo not drawn),-7%,i,3,1%,-14%,1%,?,-20%,-14%
C[C@@]12C(=O)N(Cc3ccco3)CC(=O)N1[C@H]1c3ccccc3OC[C@@H]1[C@@H]2c1ccccc1,1%,-6%,-3,·,?,-7%,·,-16%,-11%
CCCCCn1c(=O)c(C(=O)Nc2ncccc2C)c(O)c2ccccc21,-6%,i,-1,11%,1%,-1%,68%[activator],-18%,81%[activator]
C1CCc2nnnn2CC1,·,·,3,·,·,7%,20%[59 µM],-4%[57.1 µM],·
CCCCCn1c(=O)c(C(=O)NCc2ccccc2)c(O)c2ccccc21,-3%,i,0,56%[activator],81%[activator],-1%,·,-13%,142%[activator]
Cc1nn(Cc2ccccc2Cl)c(Cl)c1C(=O)OC(C(=O)NC(N)=O)C(C)C (stereo not drawn),2%,12%,0,5%,-9%,13%,4%[59 µM],-10%,24%
S=c1[nH]c2cc(Br)cnc2[nH]1,-5%,-14%,-1,-24%,20µM*,-10%,3.2µM*,1%,?
C[C@@H]1C(=O)O[C@H]2CC34[C@H]5C[C@@H](C(C)(C)C)[C@]36[C@@H](OC(=O)[C@@H]6O)O[C@@]4(C(=O)O5)[C@]21O (stereo partly drawn),-5%,6%,3,35%[activator],-12%,3%,28%[12.7 µM],-4%,22%
CCCCOC(=O)CCN1C(=O)/C(=C2\SC(=S)N(CCC(=O)OCCCC)C2=O)SC1=S,38%[activator],-2%,-3,?,?,10%,?,1%,?
Cc1ccccc1-n1c(O)c(C(c2ccncc2)c2c(O)n(-c3ccccc3C)c(=O)[nH]c2=O)c(=O)[nH]c1=O,-1%&-5%,-1%&3%,-1&-18,?,-11%&-23%,-12%&24%,25µM*,-21%&1%,22%&33%
CNC(=O)Oc1ccc(-c2cn3cc(Cl)ccc3n2)cc1,0%,-16%,-9,-5%,-26%,2%,-3%[59 µM],-9%,-13%
C[C@]12CCC3C(CC[C@H]4C[C@@H](O)CC[C@]34C)C1C[C@@H](O)[C@H]2O (stereo partly drawn),0%,-6%,9,·,-16%,-9%,·,-17%,-6%
CCc1ccc(NP(=O)(Oc2ccccc2F)Oc2ccccc2F)cc1,?,-10%,-3,-4%,11%,7%,30%,-25%,59%[activator]
COc1ccc(-n2c(/C=C/c3ccc(O)c(OC)c3)nc3ccccc3c2=O)cc1,46%[activator],i,1,-13%,-6%,-1%,·,-9%,78%[activator]
O=C(NCc1ccco1)C(c1ccco1)N(C(=O)Cn1nnc2ccccc21)c1ccc2c(c1)CCC2 (stereo not drawn),-7%,-8%,-7,·,?,1%,·,-15%,?
COc1ccc(CN2CCNC(=O)C2CC(=O)N(C)Cc2ccncn2)c(OC)c1 (stereo not drawn),-4%,-8%,2,-21%,-8%[11.4 µM],1%,?,-17%,44%[activator]
CC(C)[N+](C)(C)CC(O)CN(c1ccccc1)c1ccccc1 (stereo not drawn),-10%,-2%,0,-6%,?,23%,-4%,-1%,8%
CCOC(=O)c1ccccc1NC(=O)c1c(O)[nH]c(=O)[nH]c1=O,0%,i,0,·,-28%,12%,·,2%,33%
O=C(C1CCCN(S(=O)(=O)c2cccc3nsnc23)C1)N1CCN(c2cccc(Cl)c2)CC1 (stereo not drawn),?,-3%,-2,·,?,-12%,?,-7%,5%
COc1ccc(CN2C(=O)NC(=O)/C(=C\c3ccco3)C2=O)cc1,8%,?,-24,28µM*,45µM*,-5%,28µM*,8.9µM*,?
ClCCN1CCN(c2ccnc3cc(Cl)ccc23)CC1,2%,-6%,-3,?,?,3%,·,6%,-4%
C[C@H]1OC[C@@H](C[N+](C)(C)C)O1,1%,-4%,-5,-29%,?,1%,1.6µM*,-7%,9%
O=C(Oc1ccc2ccccc2c1)c1ccco1,-10%,i,-1,67%[activator],53%[activator],3%,96%[activator],1%,128%[activator]
ClC1C(Cl)C(Cl)C(Cl)C(Cl)C1Cl (stereo not drawn),-11%&0%,-10%&5%,2&5,12%&7%,-9%&-7%,15%&3%&-1%,-4%[59 µM],-7%&-9%,38%&28%
CN(C)CC1CSCCC1(O)c1ccccc1Cl (stereo not drawn),-7%,i,-1,-2%,-2%,16%,?,2%,22%
CC(=NCc1ccco1)c1c(O)n(-c2ccccc2)c(=O)[nH]c1=O,1%,-4%,-5,-1%[57.1 µM],-9%,15%,8%,-11%,21%
Cc1ccccc1N1C(=O)NC(=O)/C(=C\c2cc(Br)c(N3CCOCC3)o2)C1=O,?,-10%,-21,?,-27%,1%,?,3%,?
C=CCOC(=O)c1ccccc1C(=O)OCC=C,-4%,-2%,-2,·,3%,8%,·,3%,39%[activator]
CC1(O)CCC2C3CCC4=CC(=O)CCC4=C3C=CC21C (stereo not drawn),-3%,-5%,-3,·,-12%,-6%,·,2%,17%[57 µM]
CC(C)CC(NS(=O)(=O)c1ccc2c(c1)oc(=O)n2C)C(=O)N1CC=C(c2ccccc2)CC1 (stereo not drawn),?,5%,-1,11%,-10%,-1%,-50%,-6%,35%
Cc1ccc(N)c(C(=O)c2ccc(Br)cc2)c1,-10%,-3%,-17,40µM*,28µM*,1%,16µM*,-19%,?
Nc1ccc(S(=O)(=O)N2CC3CC(C2)c2cccc(=O)n2C3)cc1 (stereo not drawn),-5%,-6%,0,-5%,-1%,-9%,16%,-14%,57%[activator]
COc1ccc(/C=C/C(=O)NC(=S)N2C[C@H]3C[C@H](C2)c2cccc(=O)n2C3)cc1,0%,-4%,-3,-1%,-17%,10%,?,-13%,21%
COc1ccc(C(=O)CC(c2ccc3c(c2)OCO3)c2c(O)c3ccccc3oc2=O)cc1OC (stereo not drawn),·,-4%,1,·,·,13%,·,-3%,·
Cc1ccc(C)c(N2CCN(C(=O)C3CCCN(S(=O)(=O)c4cccc5nsnc45)C3)CC2)c1 (stereo not drawn),16%,i,-3,·,?,-3%,?,-17%,-11%
c1ccc2c(CCNC3=NCCC3)c[nH]c2c1,-1%,2%,1,8%,-20%,31%[activator],1%[59 µM],0%,13%
c1ccc(CN2CCN(Cc3ccc4ccccc4c3)CC2)cc1,-17%,-5%,5,28µM*,0.79µM*,4%,1.4µM*,-13%,?
Cc1ccc2c(c1)N(CCC(=O)N1CCC3(CC1)OCCO3)C(=O)CO2,-1%,-2%,1,10%,-4%,-2%,-33%,-6%,21%
